Screening data: PubChem BioAssay, NCI
NCI-60 one-dose screen, 48 h, at 10 µM unless noted. Numbers give growth in % (100 = growth as untreated, 0 = no growth, -100 = all killed).
UO-31: UO-31 renal cancer; 81,000 compounds, 5.2% hits
IGROV1: IGROV1 ovarian cancer | 79,000 compounds, 4.7% hits | AID 1794786
OVCAR-5: OVCAR-5 ovarian cancer; 82,000 compounds, 2.9% hits
SK-OV-3: SK-OV-3 ovarian cancer cells. 80,000 compounds, 3.2% hits. AID 1794785
OVCAR-4: OVCAR-4 ovarian cancer cells | 80,000 compounds, 3.7% hits
TK-10: TK-10 renal cancer cells; 81,000 compounds, 3.9% hits; AID 1794769
SN12C: SN12C renal cancer cells; 81,000 compounds, 3.8% hits; AID 1794767
786-0: 786-0 renal cancer cells. 81,000 compounds, 5.1% hits. AID 1794775
An asterisk follows results filed as active; x = not tested or not shown; & = joins results of further samples; ! = not active in a repeat; [ ] = another dose, or the depositor's remark. The calls were made as follows: active = growth percent below 10; inactive = the rest. Not a hit list; any-hit rate near 8.7%.

SMILES	UO-31	IGROV1	OVCAR-5	SK-OV-3	OVCAR-4	TK-10	SN12C	786-0
COc1ccc2c(CC(=O)O)cc(=O)oc2c1	101[100 µM]	102[100 µM]	114[100 µM]	111[100 µM]	100[100 µM]	92[100 µM]	103[100 µM]	86[100 µM]
CC(C)c1ccc(C(=O)Nc2sc3c(CN(C)C)c(O)ccc3c2C(N)=O)cc1	34	27	59	71	49	97	56	50
c1ccc(Oc2c3ccccc3nc3ccccc23)cc1	44	-9.2*	35	39	15	58	24	1.8*
CCCCCCCCCCCCNC(=S)N/N=C/c1ccc(OCC)c(OCC)c1	87	102	93	111	92	121	92	105
CC(C)c1nc2ccccc2n1CC(=O)N/N=C/c1ccc(O)cc1	93	101	97	94	106	108	95	94
COc1ccc(/C=C2\C=C(c3ccc(F)cc3)N(Cc3ccccc3Cl)C2=O)cc1	53	75	85	81	46	87	61	66
COc1cc2c(c(OC)c1OC)C(c1cc(C3CCNCC3)ccc1F)NC(=O)N2 (stereo not given)	96	113	104	92	111	100	100	104
NC(N)=N/N=C/c1cccc([N+](=O)[O-])c1	90	97	104	92	100	95	100	95
C=C(C)[C@@H]1CC[C@]2(C(=O)O)CC[C@]3(C)[C@H](CC[C@@H]4[C@@]5(C)C[C@@H](CC#Cc6cc(OC)c(OC)c(OC)c6)[C@H](O)C(C)(C)[C@@H]5CC[C@]43C)[C@@H]12	33	74	77	68	62	45	44	39
CCOC(=O)CN1C(=O)C(=O)c2ccccc21	87&92	111&110	105&89	100	101&86	102&109	110&107	102&98
O=c1[nH]cc(NS(=O)(=O)O)c(=O)[nH]1	103	104	113	89	101	x	106	102
Cn1c(N)nc2nc[nH]c2c1=S	93	114	96	103	88	98	94	90
C=C(C)[C@@H]1CC[C@]2(C(=O)NCc3ccc(OCc4cn(-c5ccc(Cl)cc5Cl)nn4)c(OC)c3)CC[C@]3(C)C(CCC4[C@@]5(C)CCC(OC(C)=O)C(C)(C)C5CC[C@]43C)C12 (stereo not given in full)	83	101	106	110	102	109	96	99
S=C(Nc1ccccc1)Oc1ccc(-c2cssc2=S)cc1	86	109	104	102	91	106	94	101
Cn1cccc1-c1cc(-c2ccccc2F)c(C#N)c(=O)[nH]1	74	86	100	x	105	112	101	108
CC(=O)Nc1ccc(-n2cnc3cc(-c4ccc(O)cc4)ccc32)c(F)c1	32	89	72	75	53	59	59	53
O=C1COc2c1ccc(O)c2O	94	120	108	97	113	113	105	107
CCN(CC)c1ccc(/C=N/NC(=O)c2ccc(S(N)(=O)=O)cc2)cc1	13	20	47	35	30	43	36	9.7*
O=C(CCc1ccc(O)c(O)c1)c1c(O)cc(O)c([C@@H]2O[C@H](CO)[C@@H](O)[C@H](O)[C@H]2O)c1O	94	107	102	100	99	100	101	95
N#Cc1c(-c2ccccc2F)n2c(nc1=O)SC(=O)C2	94	112	104	106	119	x	98	103
CC(C)(C)c1ccc(S(=O)(=O)Nc2cc(Sc3nc4ccccc4s3)c(O)c3ccccc23)cc1	67	102	108	105	67	108	94	101
N/N=c1\scc(-c2cc3ccccc3oc2=O)n1N	71	105	104	106	92	108	109	101
CC1(C)OC2=C(CC1S(=O)(=O)O)C(=O)C(=O)c1ccccc12 (stereo not given)	87	117	109	102	99	108	100	111
CCCCCc1ccc(C)cc1OC(=O)CCl	67	103	101	107	109	105	110	110
CCOC(=O)c1c[nH]c2c(OC)ccc(OC)c2c1=O	74	97	100	103	107	102	94	93

One compound at a time, as listed above. Screens in order: UO-31, IGROV1, OVCAR-5, SK-OV-3, OVCAR-4, TK-10, SN12C, 786-0
Entry for COc1ccc2c(CC(=O)O)cc(=O)oc2c1 = 101[100 µM], 102[100 µM], 114[100 µM], 111[100 µM], 100[100 µM], 92[100 µM], 103[100 µM], 86[100 µM]
Entry for CC1(C)OC2=C(CC1S(=O)(=O)O)C(=O)C(=O)c1ccccc12 (stereo not given) = 87, 117, 109, 102, 99, 108, 100, 111
Entry for CC(=O)Nc1ccc(-n2cnc3cc(-c4ccc(O)cc4)ccc32)c(F)c1 = 32, 89, 72, 75, 53, 59, 59, 53
Entry for CCCCCc1ccc(C)cc1OC(=O)CCl = 67, 103, 101, 107, 109, 105, 110, 110
Entry for CC(C)c1nc2ccccc2n1CC(=O)N/N=C/c1ccc(O)cc1 = 93, 101, 97, 94, 106, 108, 95, 94

Further results
SMILES	UO-31	IGROV1	OVCAR-5	SK-OV-3	OVCAR-4	TK-10	SN12C	786-0
O=S(=O)(CCS(=O)(=O)c1ccccc1)c1ccccc1	89	101	118	95	93	115	94	126
CN(C)c1ccc(Cc2ccc(N(C)C)cc2)cc1	64&52&70	88&103&100	107&103&92	81&113&94	96&96&86	82&95&95	95&86&95	78&100&91
N#CC1=C(N)Oc2c(ccc3ccccc23)C1c1c[nH]c2ccccc12 (stereo not given)	61	60	105	91	94	167	93	98
O=C(NN1C(=O)CSC1c1ccc(Cl)cc1)c1ccc(NC(=O)c2ccccn2)cc1 (stereo not given)	83	76	109	89	87	131	91	103
CCC(=O)OC1=C(C)SC2=NC(c3ccc(N)cc3)=CC(c3ccc(Cl)cc3)N21 (stereo not given)	77	109	92	101	96	122	89	100
CN(CC(=O)N(Cc1ccc(C2CCCCC2)cc1)c1ccc(C(=O)O)cc1)S(=O)(=O)c1c(F)c(F)c(F)c(F)c1F	81	-25*	116	106	84	102	19	x
O=C1C=C(c2ccccc2)SC2c3cccn3CCN12 (stereo not given)	98	94	107	104	103	109	111	94
O=C(CBr)c1ccc(O)c(C(=O)O)c1	96	113	104	123	112	122	110	111
N#CCC(C#N)N1CCOCC1 (stereo not given)	90	113	102	109	109	106	93	92
C/C(=N/O)c1ccc(NC(=O)CSc2nnc(-c3cc(-c4ccc(C)cc4)nc4ccccc34)o2)cc1	60	69	110	96	85	75	87	89
COc1ccc(NC(=O)Cn2c(-c3nonc3N)nc3ccccc32)cc1Cl	99	108	105	93	116	102	97	94
CCNc1ccc(N=Nc2c(S(=O)(=O)O)cc3cc(S(=O)(=O)O)cc(O)c3c2O)cc1	x	x	107	112	111	103	100	106
COc1ccc(-c2nc(-c3nc4cc(C)c(C)cc4[nH]3)cc3c2[nH]c2ccccc23)cc1	56	67	78	109	61	81	55	6.9*
O=c1c(O)cccn1CCCN(CCCn1cccc(O)c1=O)CCn1cccc(O)c1=O	63	x	60	43	47	34	56	45
CC(C)OC(=O)c1ccc2n1CCCc1cnc(Nc3ccccc3)nc1-2	64	84	94	97	61	85	82	83
N#CC(C(=N/O)/C(=N/O)C(C#N)c1ccc(Cl)cc1)c1ccc(Cl)cc1 (stereo not given)	82	109	126	103	103	118	95	115
COc1ccc(/C=C/C(=O)/C=C(O)/C=C/c2ccc(OC)c(OC)c2OC)c(OC)c1OC	62	97	110	102	85	115	92	105
C[C@H]1C(=O)[C@H]2C[C@@]3(C)CO[C@@]2([C@H]3O)[C@@]2(C)CC[C@@]12O	90	105	103	99	108	107	102	106
c1ccc(N2N=C(c3cccc(Nc4ccncc4)c3)CC2c2ccc3c(c2)OCO3)cc1 (stereo not given)	31	16	44	22	34	63	41	81
CC(=O)OC1NC(=O)NC(=O)C1(Br)Br (stereo not given)	85	104	99	105	105	94	89	102
Cc1ccc(C(=O)NNC(=O)c2sc3ncc(-c4ccc(Br)cc4)n3c2C)cc1	92	115	113	117	114	106	108	98
CCOC(=O)c1nc2c3ccccc3ccn2c1C#N	103	107	103	114	102	122	97	x
Cc1ccc(C(=O)OCCc2ccccc2)cc1	87	99	x	105	98	94	97	92
COc1ccc(C#N)cc1	92	110	91	102	107	99	98	106
CN1CCN(c2ccc(Nc3ncnc4c3nnn4CCc3ccccc3)cc2)CC1	99	123	109	113	102	112	101	91

Next section, overlapping the part above by 4 compounds.
SMILES	UO-31	IGROV1	OVCAR-5	SK-OV-3	OVCAR-4	TK-10	SN12C	786-0
CCOC(=O)c1nc2c3ccccc3ccn2c1C#N	103	107	103	114	102	122	97	x
Cc1ccc(C(=O)OCCc2ccccc2)cc1	87	99	x	105	98	94	97	92
COc1ccc(C#N)cc1	92	110	91	102	107	99	98	106
CN1CCN(c2ccc(Nc3ncnc4c3nnn4CCc3ccccc3)cc2)CC1	99	123	109	113	102	112	101	91
CN1CCN(C)c2cncc(Br)c2C1=O	80	108	104	101	115	126	101	x
CCN(CC)CCC(CNc1c2ccc([N+](=O)[O-])cc2nc2cc(OC)c(OC)cc12)c1ccccc1 (stereo not given)	-99*	-64*	-84*	-64*!	-95*	-90*	-92*	-92*
CCOC(=O)C(CCc1ccccc1)C(C)=O (stereo not given)	75	103&113	95&99	100&99	99&118	103&105	95&95	96
CCC(=O)N(C)c1ccccc1	89	106	113	99	114	95	101	99
ClCC(Cl)(Br)CBr (stereo not given)	85	93	112	101	104	104	95	94
CC1CCCN1Cc1nc2ccc(NC(=O)c3ccc4c(cnn4C)c3)cc2[nH]1 (stereo not given)	85	89	91	90	98	90	99	93
COc1ccccc1-c1c(-c2ccc(Cl)cc2)c2cc3c(cc2[nH]c1=O)OCCO3	62	77	91	101	68	86	85	85
COc1cnc2c(c1)C(=O)c1c-2n(CCCN2CCC(N)CC2)c(=O)c2cc([N+](=O)[O-])ccc12	64	56	119	30	60	83	22	36
O=c1[nH]c2nc(S(=O)(=O)O)nc(S(=O)(=O)O)c2[nH]1	110	107	100	107	100	98	102	98
CN(CCO)Cc1ccccc1	78	94	99	101	106	118	102	107
O=C1NC(=O)c2c1cccc2[N+](=O)[O-]	85&98	122	94&102	104&93	114&109	103&107	104&105	98&94
COc1cc2c(=O)n(CCCN(C)C)c3c4cc5c(cc4ccc3c2cc1OC)OCO5	42	32	112	102	70	84	50	63
Cc1ccc(S(=O)(=O)NCCNc2cc(-c3cn(C(C)(C)C)nc3-c3cccc(O)c3)ccn2)cc1	58	75	80	91	67	103	67	68
Cc1ccc(C(C)C)c(OCC(=O)O)c1	97	109	99	108	112	107	100	102
Cc1nc2ccccc2n1C(=O)C[C@@H]1NC(=S)NC1=O	78	95	86	100	101	91	103	101
COc1ccc2c(c1)/C(=C1/S/C(=N/c3nnc(C)s3)NC1=O)C(=O)N2Cc1ccc(Br)cc1	43	41	74	52	40	35	43	34
CCC(=N\O)/C(C)=N/O	98	106	103	84	103	93	100	97
CCCCCCCCCCCC1=NC(CC)(CO)CO1 (stereo not given)	78	95	91	74	89	82	91	86
C=C1CC[C@@H]2[C@]3(C)COC(c4cn[nH]c4-c4cccc(F)c4)O[C@@H]3CC[C@@]2(C)[C@@H]1C/C=C1/C(=O)OCC1O (stereo not given in full)	87	108	127	114	86	120	90	101
CC1(C)CC2=NOS3=C2C(=NO3)C1c1ccccn1 (stereo not given)	105	116	x	104	98	104	101	104
O=C1NC(=O)/C(=C\c2ccccc2O)S1	60	99	105	108	121	101	98	98
CC1=NC2=Nn3c(c4cnn(-c5ccccc5)c4n/c3=N\N)NN2C(c2ccccc2)=C1	70	62	90	98	95	109	-63*	104
CCCCC(=O)OC1CCCCC1C (stereo not given)	93	106	91	89	104	95	94	92
CC(=O)Nc1cc(C)ccc1C	88	108	102	102	104	96	101	106
Cc1cc2nc3c4cc(Cl)ccc4n(CC(=S)NCCN(C)C)c3nc2cc1C	-68*	-74*	-43*	-16*	-24*	56	41	-96*
SMILES	UO-31	IGROV1	OVCAR-5	SK-OV-3	OVCAR-4	TK-10	SN12C	786-0
Nc1nc2c([nH]c(=S)n2[C@@H]2O[C@H](CO)[C@@H](O)[C@H]2O)c(=O)[nH]1	93	102	104	101	101	95	102	101
Cc1cccc[n+]1CCc1ccccc1	97	113	111	104	119	101	97	96
CC1(C)CC[C@]23CC[C@]4(C)[C@H](CC[C@@H]5[C@@]6(C)CC[C@H](N)C(C)(C)[C@@H]6CC[C@]54C)[C@H]2[C@H]1OC3=O	-97*	-94*	-100*	-32*	-90*	-90*	-96*	-95*
Nc1nc(Cl)c2[nH]c(Cl)nc2n1	92	107	95	76	103	96	99	100
CC(C)NC(=O)c1cc(-c2ccc(NC(=O)Nc3ccc(N4CCOCC4)c(C(F)(F)F)c3)cc2)nc2cccnc12	48	67	88	89	72	143	69	17
CCCCCCC(=O)NCc1ccc(O)c(OC)c1	93	116	113	101	109	101	103	109
O=C(CN1CCN(CC(=O)c2ccc(Cl)cc2)CC1)c1ccc(Cl)cc1	69	94	104	100	90	101	96	111
CNc1ccc(O)cc1	95&82	119&135	107&114	108&105	106&94	121&144	103&103	106&109
O=C1/C(=C/c2ccc(N3CCCCC3)cc2)Cc2cc3c(cc21)OCO3	92	97	99	101	99	152	101	100
CCSC1=NCCS1	105	112	114	109	110	97	100	104
CCOC(=O)CC(C)(C)CC(=O)C1CNC2=C(C1)C(=O)CC(C)(C)C2 (stereo not given)	86	110	99	97	108	x	97	106
Cc1ccc(NCCN(C)CC(C)O)c2c(=O)c3ccccc3sc12 (stereo not given)	42	38	62	55	60	45	50	41
O=c1[nH]c(=S)[nH]cc1Sc1ccc(Cl)cc1	86	102	85	104	123	130	105	100
C/C(=N\N1C(=O)c2ccccc2NC1c1ccc(N(C)C)cc1)c1c(O)cc(C)oc1=O (stereo not given)	88	104	99	100	111	98	98	102
CN1CCN(CC(=O)Nc2ccc(-c3nc4ccccc4s3)cc2)CC1	57	81	73	94	87	95	78	79
COc1cc(NC(=O)[C@@H]2CCC(=O)N2)cc(OC)c1	89	103	88	90	97	100	91	98
COCCCn1c(=N)c(S(=O)(=O)c2ccccc2)cc2c(=O)n3ccccc3nc21	80	111	106	91	110	93	99	92
CC(N)c1nnc(CCC(=O)c2nc3ncccc3[nH]2)o1 (stereo not given)	80	92	107	103	102	100	105	97
